HTT aggregate – mutant huntingtin aggregation inhibition. PC12 HttQ103-GFP aggregates, Acumen cytometry, 40 h. hit rate 1.1% among 220,000. Potency, µM (highest dose often 46.1 µM), for the others: top-dose activity change, negative = inhibition, usual class: inhibitors; further: potency means the concentration at half of the fitted maximal effect; on the % scale 0 is the no-effect control and ±100 the full control effect; nearly all actives have a fitted effect of over 60% in size
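Aggregate formation scored by laser-scanning cytometer (488 excitation, 500–530 emission) in lysed PC12 cells expressing Q103-GFP after 100 nM tebufenozide induction; library tested in dose series, with ATPLite reagent added in the multiplex.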
CBFb-RUNX1 inh – inhibitors of human CBF-beta and RUNX1 interaction; AlphaScreen CBFb-His/RUNX1-biotin binding, biochemical; Potency, µM (highest dose often 59.8 µM), for the others: at the top dose activity, negative = inhibition, usual class: inhibitors; 230,000 tested, under 10 active; AID 1477; further: % of control where 0% means no effect
Target sequence (Q01196 whole entry, looked up): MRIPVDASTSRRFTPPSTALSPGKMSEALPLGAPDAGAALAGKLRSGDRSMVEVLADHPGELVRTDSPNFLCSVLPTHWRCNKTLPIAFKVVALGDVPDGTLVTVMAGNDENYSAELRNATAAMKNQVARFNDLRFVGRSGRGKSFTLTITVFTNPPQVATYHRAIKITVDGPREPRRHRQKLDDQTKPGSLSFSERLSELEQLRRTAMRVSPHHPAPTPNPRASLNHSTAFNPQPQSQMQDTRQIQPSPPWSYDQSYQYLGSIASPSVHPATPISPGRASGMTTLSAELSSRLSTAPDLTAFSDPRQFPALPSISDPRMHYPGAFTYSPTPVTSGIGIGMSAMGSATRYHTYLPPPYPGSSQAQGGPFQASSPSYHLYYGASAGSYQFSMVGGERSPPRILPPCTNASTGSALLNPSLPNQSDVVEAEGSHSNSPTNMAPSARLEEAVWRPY
Target sequence (Q13951 whole entry, looked up): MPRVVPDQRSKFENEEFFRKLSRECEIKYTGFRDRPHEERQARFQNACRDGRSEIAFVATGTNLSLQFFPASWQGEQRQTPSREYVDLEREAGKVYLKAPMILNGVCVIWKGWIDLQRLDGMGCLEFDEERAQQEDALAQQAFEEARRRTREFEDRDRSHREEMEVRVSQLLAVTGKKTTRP
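Bead-based AlphaScreen assay; binding partners His-tagged CBF-beta and biotinylated RUNX1 at 30 nM each. Compound exposure 15 min after a 20-min protein preincubation; bead step 90 min; all steps at room temperature.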
The depositor's hits bear a star; ? = inconclusive; · = no result given. The call rests on the fitted dose curve; in most records, active means well fitted curve in the direction sought with a large enough effect; inconclusive means small, poorly fitted or top-dose-only effect, or another doubt; inactive means no such curve, though single readings can be large; an effect the other way counts as inactive or inconclusive.

1) C[C@H](NC(c1cccc2nc(O)c(O)nc12)P(=O)(O)O)c1ccc(Br)cc1 (some centres undefined)
2) CSCC[C@H](NC(=O)[C@H](CO)NC(=O)[C@H](Cc1ccc(O)cc1)NC(=O)[C@@H](N)CO)C(=O)N[C@@H](CCC(=O)O)C(=O)N[C@@H](Cc1cnc[nH]1)C(=O)N[C@@H](Cc1ccccc1)C(=O)N[C@@H](CCCNC(=N)N)C(=O)N[C@@H](Cc1c[nH]c2ccccc12)C(=O)NCC(=O)N[C@@H](CCCCN)C(=O)N1CCC[C@H]1C(=O)N[C@H](C(=O)NCC(=O)N[C@@H](CCCCN)C(=O)N[C@@H](CCCCN)C(=O)N[C@@H](CCCNC(=N)N)C(=O)N[C@@H](CCCNC(=N)N)C(=O)N1CCC[C@H]1C(=O)N[C@H](C(=O)N[C@@H](CCCCN)C(=O)N[C@H](C(=O)N[C@@H](Cc1ccc(O)cc1)C(=O)N1CCC[C@H]1C(=O)O)C(C)C)C(C)C)C(C)C
3) CC[C@H](C)[C@H](NC(=O)[C@H](Cc1ccc(O)cc1)NC(=O)[C@@H](NC(=O)[C@@H](N)CCCN=C(N)N)C(C)C)C(=O)N[C@@H](Cc1cnc[nH]1)C(=O)N1CCC[C@H]1C(=O)N[C@@H](Cc1ccccc1)C(=O)O
4) ONCc1ccccc1
5) CC(C)ON(C(C(=O)NO)C(C)C)S(=O)(=O)c1ccc(-c2ccccc2)cc1 (centres undefined)
6) COC(=O)Nc1ccc(Cl)c(Cl)c1
7) CCCNC(=O)N1N=C(c2ccc(N)cc2)c2cc3c(cc2C1C)OCO3 (centres undefined)
8) CCC[C@H](NC(C)=O)C(=O)N[C@H]1CC(=O)ONCCCC[C@@H](C(N)=O)NC(=O)[C@H](Cc2c[nH]c3ccccc23)NC(=O)[C@H](CCCN=C(N)N)NC(=O)[C@@H](Cc2ccc3ccccc3c2)NC(=O)[C@H](Cc2cnc[nH]2)NC1=O

| screen / no. | 1 | 2 | 3 | 4 | 5 | 6 | 7 | 8 |
| --- | --- | --- | --- | --- | --- | --- | --- | --- |
| HTT aggregate | · | · | · | · | · | · | · | · |
| CBFb-RUNX1 inh | 25.1% | 7.1% | 19.6% | 11.4% | 11.6% | 14.0% | 17.6% | 14.3% |

9) CC(C)C[C@H](NC(=O)[C@@H]1CCCN1C(=O)[C@H](CO)NC(=O)[C@H](Cc1ccccc1)NC(=O)CNC(=O)[C@@H]1CCCN1C(=O)[C@@H]1CCCN1C(=O)[C@@H](N)CCCN=C(N)N)C(=O)O
10) c1ccc(-c2ccc(OCCN3CCCC3)cc2)cc1
11) CCOC(=O)N1CCN(/[N+]([O-])=N/Oc2ccc([N+](=O)[O-])cc2[N+](=O)[O-])CC1C (centres undefined)
12) COC(=O)C(C)CCCC(C)CCCC(C)CCCC(C)C (centres undefined)
13) CN1CCCC(CN2c3ccccc3Sc3ccccc32)C1 (centres undefined)
14) C[C@@H]1CC2C3CCC4=CC(=O)C=C[C@]4(C)[C@@]3(F)[C@@H](O)C[C@]2(C)[C@@]1(O)C(=O)COC(=O)c1cccc(S(=O)(=O)O)c1 (some centres undefined)
15) COc1ccc2cc1Oc1cc3c(cc1OC)CC[N+](C)(C)C3Cc1ccc(cc1)Oc1c(OC)c(OC)cc3c1C(C2)[N+](C)(C)CC3 (centres undefined)
16) CC(C)CCCCCCc1ccc(O)cc1

| screen / no. | 9 | 10 | 11 | 12 | 13 | 14 | 15 | 16 |
| --- | --- | --- | --- | --- | --- | --- | --- | --- |
| HTT aggregate | · | · | · | · | -9.5% | 2.0% | 9.7% | -16.0% |
| CBFb-RUNX1 inh | 6.0% | -26.5% | -2.4% | 23.4% | · | · | · | · |

17) CCCCCCCCCCC(CO)CCCCCCCC (centres undefined)
18) CCN(CC)C(=O)/C(C#N)=C/c1cc(O)c(O)c([N+](=O)[O-])c1
19) CCN(CC)CCC(=O)N1c2ccccc2Sc2ccc(C(F)(F)F)cc21
20) CCCCCCCCCCCC(=O)OCC(O)C1OCC(O)C1O (centres undefined)
21) CCC(Cc1c(I)cc(I)c(O)c1I)C(=O)O (centres undefined)
22) Cc1ccsc1C(=CCCN1CCC[C@@H](C(=O)O)C1)c1sccc1C
23) CC(C)C[C@@H](NC(=O)[C@H](Cc1ccccc1)NC(=O)c1cnccn1)B(O)O
24) CCOC(=O)c1c(C)n(C)c2ccc(O)cc12

| screen / no. | 17 | 18 | 19 | 20 | 21 | 22 | 23 | 24 |
| --- | --- | --- | --- | --- | --- | --- | --- | --- |
| HTT aggregate | 13.7% | -7.0% | 6.7% | -5.2% | 0.7% | 22.5% | -14.7% | 11.0% |
| CBFb-RUNX1 inh | · | · | · | · | · | · | · | · |

25) CC(C)CN(C[C@@H](OP(=O)(O)O)[C@H](Cc1ccccc1)NC(=O)O[C@@H]1CCOC1)S(=O)(=O)c1ccc(N)cc1
26) C=C(NCc1ccccc1)c1ccccc1O
27) C[C@]12CCC(=O)C=C1[C@@H]1C[C@H]1[C@H]1[C@@H]3[C@@H]4C[C@H]4[C@@]4(CCC(=O)O4)[C@@]3(C)CC[C@@H]12
28) CC(C)C[C@@H](NC(=O)[C@@H](Cc1ccccc1)NC(=O)c1cnccn1)B(O)O
29) CCN(CC)CCOC(=O)c1cccnc1
30) CC(=O)Nc1ccc(OC(C)=O)cc1
31) CC(=O)OCC1=C(C(=O)O)N2C(=O)C(NC(=O)Cc3ccccc3)C2SC1 (centres undefined)
32) OC/C=C/c1ccccc1

| screen / no. | 25 | 26 | 27 | 28 | 29 | 30 | 31 | 32 |
| --- | --- | --- | --- | --- | --- | --- | --- | --- |
| HTT aggregate | 18.5% | 2.0% | -4.6% | -18.2% | 7.2% | 10.0% | 13.5% | 0.5% |
| CBFb-RUNX1 inh | · | · | · | · | · | · | · | · |

33) CCOc1ccc(N=Nc2ccc(N)cc2N)cc1
34) NC(=O)NS(=O)(=O)c1ccc(N)cc1
35) CO/N=C(/C(=O)N[C@@H]1C(=O)N2C(C(=O)O)=C(CSc3nnnn3C)CS[C@H]12)c1csc(N)n1
36) CCCN[C@H]1CCc2nc(N)sc2C1
37) FC(F)(F)C(F)(F)C(F)(F)C(F)(F)C(F)(F)F
38) O=C(Nc1ccc(O)cc1)c1ccccc1O
39) C[C@]12CCC(=O)C=C1CC[C@H]1[C@@H]3CC[C@](O)(C(=O)CO)[C@@]3(C)C[C@H](O)[C@@]12F
40) O=Cc1ccccc1C=O

| screen / no. | 33 | 34 | 35 | 36 | 37 | 38 | 39 | 40 |
| --- | --- | --- | --- | --- | --- | --- | --- | --- |
| HTT aggregate | 23.7% | 13.0% | -5.0% | 3.0% | 12.0% | 1.1% | -14.2% | 17.7% |
| CBFb-RUNX1 inh | · | · | · | · | · | · | · | · |

Single records (already shown):
`CCC[C@H](NC(C)=O)C(=O)N[C@H]1CC(=O)ONCCCC[C@@H](C(N)=O)NC(=O)[C@H](Cc2c[nH]c3ccccc23)NC(=O)[C@H](CCCN=C(N)N)NC(=O)[C@@H](Cc2ccc3ccccc3c2)NC(=O)[C@H](Cc2cnc[nH]2)NC1=O` in the list: HTT aggregate: ·; CBFb-RUNX1 inh: 14.3%
`O=C(Nc1ccc(O)cc1)c1ccccc1O` in the list: HTT aggregate: 1.1%; CBFb-RUNX1 inh: ·

Other compounds follow.
41) CC1(C)SC2[C@@H](N=CN3CCCCCC3)C(=O)N2[C@H]1C(=O)O (some centres undefined)
42) CC(CN(C)C)CN1c2ccccc2Sc2ccc(C(F)(F)F)cc21 (centres undefined)
43) O=C(O)CC(O)CC(O)/C=C/c1c(C2CC2)nc2ccccc2c1-c1ccc(F)cc1 (centres undefined)
44) CCCCCCCCCCCCCCCCCC(=O)OC[C@@H](O)[C@H]1OC[C@H](O)[C@H]1O
45) C=C1NC(=O)c2cc(CN(C)c3ccc(C(=O)N[C@@H](CCC(=O)O)C(=O)O)s3)ccc2N1
46) COCC(=O)Nc1cc(Sc2ccccc2)ccc1N=C(NC(=O)OC)NC(=O)OC
47) O=[N+]([O-])c1c(Cl)cccc1-c1c[nH]cc1Cl
48) O=S(=O)(O)c1cc(O)c2c(N=Nc3ccc(Nc4ccccc4)c4c(S(=O)(=O)O)cccc34)cc(S(=O)(=O)O)cc2c1

| screen / no. | 41 | 42 | 43 | 44 | 45 | 46 | 47 | 48 |
| --- | --- | --- | --- | --- | --- | --- | --- | --- |
| HTT aggregate | 5.4% | -12.5% | -37.8% | 6.4% | -20.1% | 8.5% | -17.7% | 2.2% |
| CBFb-RUNX1 inh | · | · | · | · | · | · | · | · |

Arranged by number of heavy atoms (ascending): part of the list above.
44) CCCCCCCCCCCCCCCCCC(=O)OC[C@@H](O)[C@H]1OC[C@H](O)[C@H]1O
46) COCC(=O)Nc1cc(Sc2ccccc2)ccc1N=C(NC(=O)OC)NC(=O)OC
45) C=C1NC(=O)c2cc(CN(C)c3ccc(C(=O)N[C@@H](CCC(=O)O)C(=O)O)s3)ccc2N1
48) O=S(=O)(O)c1cc(O)c2c(N=Nc3ccc(Nc4ccccc4)c4c(S(=O)(=O)O)cccc34)cc(S(=O)(=O)O)cc2c1

| screen / no. | 44 | 46 | 45 | 48 |
| --- | --- | --- | --- | --- |
| HTT aggregate | 6.4% | 8.5% | -20.1% | 2.2% |
| CBFb-RUNX1 inh | · | · | · | · |

Next part:
49) CC(C)(C)CC(C)(C)c1ccc(O)c(-n2nc3ccccc3n2)c1
50) NC(N)=NCC1COc2ccccc2O1 (centres undefined)
51) O=C(O)CC/C=C\CC[C@@H]1[C@@H](N2CCCCC2)[C@@H](O)C[C@@H]1OCc1ccc(-c2ccccc2)cc1
52) CC(C)CCCC(C)N (centres undefined)
53) CC(C)C1=CC2=CC[C@@H]3[C@](C)(CCC[C@@]3(C)C(=O)O)[C@H]2CC1
54) CCOC(=O)C1=C(C)NC(C)=C(C(=O)OCC)C1c1ccccc1C=CC(=O)OC(C)(C)C
55) F[Si-2](F)(F)(F)(F)F
56) CC(C)CN(C[C@@H](O)[C@H](Cc1ccccc1)NC(=O)O[C@H]1CO[C@H]2OCC[C@H]21)S(=O)(=O)c1ccc(N)cc1

| screen / no. | 49 | 50 | 51 | 52 | 53 | 54 | 55 | 56 |
| --- | --- | --- | --- | --- | --- | --- | --- | --- |
| HTT aggregate | -22.2% | -4.0% | 14.0% | 3.2% | 14.7% | ? | -12.1% | 8.2% |
| CBFb-RUNX1 inh | · | · | · | · | · | · | · | · |

57) NCCCC(N)CC(=O)NCC1NC(=O)C(CO)NC(=O)C(N)CNC(=O)C(C2CCN=C(N)N2)NC(=O)/C(=C/NC(N)=O)NC1=O (centres undefined)
58) CN1C[C@@H]2C[C@H]1CN2c1cc2c(cc1F)c(=O)c(C(=O)O)cn2C1CC1
59) CC12CCC(C[N+](C)(CCC[N+](C)(C)C)C1)C2(C)C (centres undefined)
60) O=C(Nc1cccc(C2=NCCN2)c1)Nc1cccc(C2=NCCN2)c1
61) O=C(O)C[CH2][Ge](=[O])[O][Ge](=[O])[CH2]CC(=O)O
62) C#C[C@@]1(O)CC[C@@H]2[C@H]3CCC4=C/C(=N\O)CC[C@H]4[C@@H]3CC[C@]21CC
63) Nc1nc(Cl)nc2c1ncn2[C@@H]1O[C@H](CO)[C@H](O)C1F (some centres undefined)
64) CCC(=O)OC1C(N(C)C)CC(C)O[C@H]1O[C@H]1[C@H](C)[C@@H](O[C@H]2CC(OC)[C@@H](O)C(C)O2)[C@H](C)C(=O)O[C@@H](CC)[C@](C)(O)[C@@H](O)[C@H](C)C(=O)[C@@H](C)C[C@]1(C)O (some centres undefined)

| screen / no. | 57 | 58 | 59 | 60 | 61 | 62 | 63 | 64 |
| --- | --- | --- | --- | --- | --- | --- | --- | --- |
| HTT aggregate | 3.0% | 2.4% | 14.7% | 7.2% | -0.5% | 2.7% | -40.2% | 5.5% |
| CBFb-RUNX1 inh | · | · | · | · | · | · | · | · |

65) CCc1nnc(NS(=O)(=O)c2ccc(N)cc2)s1
66) CC(C)(C)C(=O)C(Oc1ccc(Cl)cc1)n1ccnc1 (centres undefined)
67) COc1ccc(C(=O)/C(Br)=C/C(=O)O)cc1
68) COc1ccc(CC(C)NCC(O)c2ccc(O)c(NC=O)c2)cc1 (centres undefined)
69) CC(C)C[C@H](NC(=O)[C@@H](Cc1c[nH]c2ccccc12)NC(=O)[C@@H](Cc1ccc(O)cc1)NC(=O)[C@@H](CO)NC(=O)[C@@H](Cc1c[nH]c2ccccc12)NC(=O)C(Cc1cnc[nH]1)NC(=O)C1CCC(=O)N1)C(=O)N[C@@H](CCCN=C(N)N)C(=O)N1CCC[C@@H]1C(=O)NCC(N)=O (some centres undefined)
70) NCC[C@H](O)C(=O)N[C@@H]1C[C@H](N)[C@@H](O[C@H]2O[C@H](CN)CC[C@H]2N)[C@H](O)[C@H]1O[C@H]1O[C@H](CO)[C@@H](O)[C@H](N)[C@H]1O
71) O=C(/C=C/c1ccccc1)NCCO
72) Cn1c(=O)c2c(ncn2CCOC(=O)C(C)(C)Oc2ccc(Cl)cc2)n(C)c1=O
73) CCOc1ccc(S(=O)(=O)O)c2cccnc12
74) CCOC(=O)C(CS)NCCN[C@@H](CS)C(=O)OCC (some centres undefined)
75) CC1=CCC(C(C)(C)O)CC1 (centres undefined)

| screen / no. | 65 | 66 | 67 | 68 | 69 | 70 | 71 | 72 | 73 | 74 | 75 |
| --- | --- | --- | --- | --- | --- | --- | --- | --- | --- | --- | --- |
| HTT aggregate | 18.7% | -3.5% | 17.7% | -1.7% | 2.7% | 6.7% | -7.5% | -6.0% | 14.5% | 16.7% | 28.2% |
| CBFb-RUNX1 inh | · | · | · | · | · | · | · | · | · | · | · |

Screening data: PubChem BioAssay, National Center for Advancing Translational Sciences (NCATS)

An excerpt. The share of hits here may be higher or lower than overall.
